Glyco luc inh: blocks N-linked glycosylation in D54 reporter cells; D54 ERlucT glycosylation luciferase reporter, 24 h; percent of 100 nM tunicamycin response; reporter increase, % at 12.5 µM; 360,000 compounds, 0.23% hits;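 active means mean luciferase reporter signal, scaled so untreated is 0 and the glycosylation-blocking control 100, at or above a set limit in every replicate; inconclusive means mean reaches the limit but not every replicate does; inactive means mean below the limit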;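 further: luciferase carries N-glycosylation sites so blocking glycosylation raises the light; 0% = median of neutral control wells and 100% = median of 100 nM tunicamycin wells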
ABCB6 inh 2: human ABCB6 transporter inhibition | Q9NP58 | K562-ABCB6 porphyrin accumulation, flow cytometry, 1 h; hits give low values | fluorescence ratio to DMSO, % at 10 µM | 360,000 compounds, 0.19% hits;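 active means fluorescence ratio to DMSO below 75%, the collection mean minus 3 SD; inconclusive means too few cells collected in the well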;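 further: signal is porphyrin accumulated inside mitochondria; 100% equals median channel fluorescence of DMSO control wells; lower ratio means ABCB6 inhibition with less porphyrin fluorescence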
Target sequence (Q9NP58 whole entry, looked up): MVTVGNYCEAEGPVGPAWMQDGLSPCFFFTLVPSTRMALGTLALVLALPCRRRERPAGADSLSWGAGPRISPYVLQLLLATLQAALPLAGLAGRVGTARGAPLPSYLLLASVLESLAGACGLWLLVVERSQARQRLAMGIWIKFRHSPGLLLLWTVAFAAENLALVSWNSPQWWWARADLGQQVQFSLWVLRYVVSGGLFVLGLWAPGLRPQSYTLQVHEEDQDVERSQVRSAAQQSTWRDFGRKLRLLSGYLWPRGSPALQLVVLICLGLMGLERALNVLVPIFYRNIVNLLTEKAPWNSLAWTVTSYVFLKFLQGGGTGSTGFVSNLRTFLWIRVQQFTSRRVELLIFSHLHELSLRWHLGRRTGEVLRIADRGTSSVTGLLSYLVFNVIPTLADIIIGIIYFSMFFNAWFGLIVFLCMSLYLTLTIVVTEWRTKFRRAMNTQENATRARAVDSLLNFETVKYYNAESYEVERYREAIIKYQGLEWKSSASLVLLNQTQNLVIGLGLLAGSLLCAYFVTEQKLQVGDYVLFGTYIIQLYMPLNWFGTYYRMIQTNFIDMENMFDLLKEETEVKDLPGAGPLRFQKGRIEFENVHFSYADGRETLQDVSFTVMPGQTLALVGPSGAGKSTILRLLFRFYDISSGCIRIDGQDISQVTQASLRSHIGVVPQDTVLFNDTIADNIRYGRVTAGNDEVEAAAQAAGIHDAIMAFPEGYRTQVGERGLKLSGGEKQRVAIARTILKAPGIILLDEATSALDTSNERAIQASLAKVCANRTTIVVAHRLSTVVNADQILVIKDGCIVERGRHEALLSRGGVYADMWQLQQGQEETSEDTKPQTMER
NOD2 RIPK2 PPI: inhibitors of human NOD2-RIPK2 interaction; CHO BLA complementation NOD2-RIPK2, CCF4 ratio; inhibition, % at 4.98 µM; 360,000 compounds, 0.38% hits; AID 624267; in the data active means inhibition above about 21%;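 further: 0% = vehicle only and 100% = reference blocker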
MC4R ag barr: human MC4R agonism via beta-arrestin. U2OS MC4R beta-arrestin complementation, luminescence; percent of melanotan II response, DMSO zero. activation, % at 8.9 µM. 360,000 compounds, 0.98% hits. AID 540308;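 active means activation above a per-plate cutoff, the mean activation of sample wells on that plate plus 3 SD, cut at about 8% in these data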
TLR9-MyD88 block: TLR9-MyD88 interaction inhibition; Q9NR96+Q99836; CHO BLA complementation TLR9-MyD88, CCF4 FRET ratio; inhibition, % at 4.98 µM; 340,000 compounds, 0.21% hits; AID 504734;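 active means inhibition above the mean over all tested compounds plus 3 SD, cut at about 21% in these data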;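 further: 0% = DMSO only wells and 100% = clavulanate BLA inhibitor control wells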
aDG glyco act: alpha-DG glycosylation activation | Pro5-aDG cells, alpha-DG glycosylation AlphaScreen (IIH6); 0% Pro5, 100% B10-LARGE cell signal | activation, % at 10 µM | 360,000 compounds, 0.22% hits;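 active means activation of at least 8% versus controls, or a plate z-score of at least 8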;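 further: Pro5 are CHO cells carrying HIG-tagged alpha-DG that lacks glycosylation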
MC4R antag cAMP: blocks human MC4R cAMP signaling. P32245. inhibition, % at 6.5 µM. 360,000 compounds, 0.48% hits. MC4R-expressing cells, MTII-stimulated cAMP, LANCE TR-FRET;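 active means inhibition above its plate's cutoff, the mean of tested wells on that plate plus 3 SD, cut at about 29% in these data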;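 further: 0% = Melanotan II alone and 100% = Melanotan II plus saturating MCL0020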
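Material: U2OS-MC4R stable cell line | Reagent: Melanotan II challenge after compound preincubation | Doses: One concentration, 6.5 µM nominal | Incubation: 30-min compound preincubation, 1-h Melanotan II challenge, 1-h detection, room temperature | Signal: TR-FRET cAMP assay | Replicates: One well per compound, no replicates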
ABHD5 PLIN5 PPI: ABHD5-PLIN5 protein interaction inhibition; Q00G26+Q8WTS1; Split G. princeps luciferase complementation, luminescence, 4 h; inhibition, % at 4 µM; AID 602281; 360,000 compounds, 0.78% hits;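 active means inhibition above the mean inhibition across every tested compound plus 3 SD, cut at about 22% in these data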;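 further: 0% = DMSO only wells and the 100% control is not disclosed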
Vif imaging: HIV Vif inhibition | 340,000 compounds, 0.35% hits | HEK293T cells, Vif self-association by quenched fluorescence, imaging, 24 h | inhibition, % at 7.49 µM | AID 602346; in the data active means inhibition above about 50%, passing the limit was not always enough; inconclusive means no clear call, values can overlap the other calls; inactive means below about 31%; further: some results filed as inactive read as strong as hits
Granule exo inh: blocks lytic granule exocytosis; TALL-104 LAMP-1 surface exposure, flow cytometry; cells stimulated with thapsigargin and PMA; inhibition, % at 10 µM; 360,000 compounds, 0.66% hits; AID 651702;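 active means inhibition above about 55%, limit read from the data; inconclusive means no clear call, values can overlap the other calls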
* = called active by the depositor; ? = inconclusive; · = no result given. A portion of the library; the hit share may differ from the screen's.

SMILES	Glyco luc inh	ABCB6 inh 2	NOD2 RIPK2 PPI	MC4R ag barr	TLR9-MyD88 block	aDG glyco act	MC4R antag cAMP	ABHD5 PLIN5 PPI	Vif imaging	Granule exo inh
COc1ccc(C2OC(=O)Cc3cc(OC)c(OC)cc32)cc1 (configuration not stated)	-1	91	-6	-2.1	12	0.4	25	-1	3	-1
Cc1c(OC(C)C(=O)NCCCN2CCCC2=O)ccc2c3c(c(=O)oc12)CCCC3 (configuration not stated)	1	100	-9	1.7	-8	-0.1	16	1	-3	-9
CCc1ccccc1NC(=O)N[C@H](C(=O)O)C(C)C	5	107	-2	-1.5	2	1.3	2	-1	-3	-2
CCC(C)N(C(=O)COC(=O)CN=C1NS(=O)(=O)c2ccccc21)C1CCS(=O)(=O)C1 (configuration not stated)	2	89	-3	-0.3	-5	-0.1	-1	2	2	-1
COc1cccc(/C=N/NC(=S)NC2CC3CC2C2C=CCC32)c1O (configuration not stated)	2	97	-5	-0.4	4	-0.2	1	7	-2	-1
O=C(COc1ncnc2ccccc12)NCCCN1CCCC1=O	2	100	-4	-2.2	8	-0.2	-4	-1	2	-9
COc1ccc(C2=CC3=C(Br)C(=O)C(C)(OC(=O)c4cccs4)C(=O)C3=CO2)cc1 (configuration not stated)	2	96	5	-0.5	5	-0.2	2	2	-2	-7
COc1ccc(CN2C[C@@H](CO)O[C@@H](n3cnc4c(NCc5ccc(F)cc5)ncnc43)C2)cc1	-1	101	-8	-0.1	·	0.1	-2	4	-9	-12
CCOP(=O)(OCC)C(NC(=O)NS(=O)(=O)c1ccc(C)cc1)c1ccccc1 (configuration not stated)	2	95	-2	-2.0	-4	0.0	0	1	12	19
COc1ccccc1-n1c(CCC(=O)O)ccc1-c1ccccc1	2	101	-7	-0.9	-9	-0.2	5	4	4	-3
COC(=O)c1ccccc1-c1c2ccc(=N)cc-2oc2cc(N)ccc12	1	·	17	-1.8	17	0.3	-8	-1	-4	1
O=C1CC(=O)CC(c2ccco2)C1	1	96	-4	-0.4	-11	-0.3	-3	17	9	-2
CC(C)Cc1nnc(NC(=O)CSc2nc(N)cc(=O)[nH]2)s1	1	98	-7	-0.6	-7	-0.1	2	0	9	0
Cc1ccccc1OCC(O)CN(CCO)Cc1ccccc1 (configuration not stated)	3	100	-6	-1.5	-2	0.1	0	-9	-1	12
CCCC(O)(c1ccccc1)C(c1ccccc1)c1ccccn1 (configuration not stated)	1	97	-4	-1.8	-19	-0.2	7	6	10	2
Cc1sc(NC(=O)CSc2nnc(COc3ccccc3)n2C)c(C#N)c1C	-1	97	7	7.1	-3	0.3	12	3	2	-1
C=C(C)CSc1nc2sc3c(c2c(=O)n1-c1ccc(C)cc1)CCN(C)C3	-3	96	-10	-0.2	-3	-0.2	-4	-3	4	-3
Cn1c(-c2csc(-c3cccc(C(F)(F)F)c3)n2)n[nH]c1=S	1	98	-7	0.7	-4	-0.1	-5	-5	2	-2
COCCCNC(=O)C(CC(N)=O)NC(=O)OCc1ccccc1 (configuration not stated)	2	101	4	-3.0	-8	0.1	3	-1	23	-3
CC(Cc1ccccc1)C(=O)Nc1ccc(Br)cc1 (configuration not stated)	0	93	2	3.0	2	0.0	6	-5	-6	9
COc1ccc2c(c1)N(C(=O)CSc1n[nH]c(C)n1)C(C)(C)C=C2C	1	97	-2	1.7	0	-0.1	0	8	16	?
CN(C)S(=O)(=O)c1cccc(NC(=O)c2c[nH]c3ccccc23)c1	0	90	-5	0.5	1	0.0	7	3	-13	10
O=C(Cn1cc(C(F)(F)F)cc(Cl)c1=O)Nc1cccc(Cl)c1	0	99	13	5.8	-3	0.3	15	-2	4	-2
CC(C)C1C(=O)N(Cc2cn(CCC3OCCO3)nn2)CCS(=O)(=O)N1Cc1ccc(-c2ccc(F)nc2)cc1 (configuration not stated)	-1	95	-8	-0.2	-11	-0.2	19	-6	·	-2
Cc1ccc(C(=O)N2CCCC(C(F)(F)F)C2)cc1S(=O)(=O)N1CCCCC1 (configuration not stated)	0	96	-3	0.5	-4	0.0	0	1	20	0
CCOc1ccc(S(=O)(=O)Nc2ccc(C(=O)NN)cc2)cc1	1	99	-10	1.0	0	0.0	18	0	-15	2
Cc1c(OC(C)C(=O)O)ccc2c3c(c(=O)oc12)CCCC3 (configuration not stated)	0	97	4	-1.3	-2	0.1	2	4	·	-3
CCCS(=O)(=O)N1CCCC(C(=O)NCCN2CCCCC2C)C1 (configuration not stated)	1	105	0	-1.2	3	-0.2	5	2	0	0
Cc1c(CC(=O)O)c(=O)oc2c(C)c(OCc3ccc(F)cc3F)ccc12	1	99	3	-1.3	-14	-0.1	-4	-12	4	4
O=[N+]([O-])c1cccc(S(=O)(=O)Nc2ccc(Cc3ccncc3)cc2)c1	-3	101	-2	0.5	-17	-0.1	16	-11	-2	9
CCCCC[C@@H]1C=C(C(=O)OCC)[C@H](c2ccccc2)N1S(=O)(=O)c1ccc(C)cc1	-10	96	3	·	·	-0.1	·	-8	3	-3
CCC1(CC)Cc2ccccc2-c2[nH]c(=S)[nH]c(=O)c21	0	102	-3	2.8	-9	-0.2	20	-3	0	-4
O=C(CCc1nnc(CCCCc2ccccc2)o1)NCCc1cccnc1	-3	103	-7	1.2	4	0.3	7	2	1	-7
COc1ccc(-c2nc(N3CCOCC3)nc3n[nH]c(N)c23)cc1	-7	95	4	-0.6	-11	0.1	20	7	11	2
c1ccc(NCn2cncn2)nc1	4	86	-2	-0.3	-2	0.0	0	-5	15	-1
CN(N)c1nc2ccccc2nc1C(F)(F)F	2	98	-4	-1.8	·	0.1	-5	3	-1	0
CCCc1nnc(SCC(=O)Nc2nccs2)o1	1	104	-17	1.2	5	0.0	-6	0	4	12
Cc1cccc(C(=O)Oc2ccccc2-c2nnco2)c1	2	98	-10	1.6	-10	0.0	-2	6	11	4
Cn1c(=O)c2c(ncn2CC(=O)Nc2nnc(Cc3ccccc3)s2)n(C)c1=O	1	97	3	-1.8	9	0.1	7	1	-2	-2
Fc1ccc(NC(=S)NC23CN4CN(CN(C4)C2)C3)cc1	2	97	-4	-1.1	-2	-0.1	15	-7	-1	-1
Cc1cc(C)cc(N(CC(=O)N/N=C/c2ccncc2)S(=O)(=O)c2ccccc2)c1	2	96	-11	1.6	-6	-0.1	-2	0	1	-3
CN(c1ccccc1)S(=O)(=O)c1ccc(C(=O)N2CCCC(C(F)(F)F)C2)cc1 (configuration not stated)	0	98	-4	0.5	-18	-0.3	-3	7	·	-2
CCOc1ccc(CCNC(=O)COC(=O)COc2ccc(C(C)=O)cc2)cc1OCC	0	97	-11	2.0	-4	-0.4	26	13	12	-5
COc1ccc(CNC(=O)CN(c2ccc(C(C)C)cc2)S(=O)(=O)c2c(C)noc2C)cc1	-5	85	-1	-2.4	5	0.4	4	-2	8	1
CCN(CC)CC(O)COc1ccc2c(c1)c(C(C)=O)c(C)n2-c1ccccc1 (configuration not stated)	-2	95	-10	0.4	-8	0.8	5	6	6	3
CC(NC(=O)c1ccc(S(=O)(=O)Nc2ccccc2)cc1)c1ccc(S(N)(=O)=O)cc1 (configuration not stated)	-1	96	3	-1.8	1	-0.2	15	-5	-2	-1
CCn1ncc([N+](=O)[O-])c1C(=O)n1nc(C)cc1C	-2	94	4	-0.8	-1	0.0	-5	-7	24	-2
CC(C)[C@H](Nc1ccc(S(=O)(=O)N2CCOCC2)cc1[N+](=O)[O-])C(=O)OCC(N)=O	0	100	-5	-2.4	-4	0.0	3	3	1	-2
O=C1CSC(c2cccc(F)c2)N1c1ccccc1F (configuration not stated)	-1	102	-6	-2.1	4	0.1	3	3	-2	1
Cc1cc(C)c(C)c(S(=O)(=O)N2CCC(C(=O)NCCCN3CCCC3=O)CC2)c1C	7	93	-13	-0.5	-8	-0.7	3	7	0	0
CN(C(=O)COc1ccc(Cl)cc1)C1(C)CCS(=O)(=O)C1 (configuration not stated)	-1	95	0	-3.1	-9	0.2	0	-1	-5	1
O=C(COc1cccnc1[N+](=O)[O-])Nc1ccc(Cl)c(S(=O)(=O)N2CCOCC2)c1	2	96	-5	-1.2	3	0.2	-1	-7	-6	-1
CCCCN(C(=O)CCn1c(=O)oc2ccccc21)c1ccccc1	-4	101	0	-1.2	4	0.3	4	0	-7	15
O=C(N/N=C\c1ccccc1)c1sccc1-n1cccc1	2	104	-13	0.9	-11	0.0	-4	-4	-5	-1
O=C(CSc1ccc(-c2ccccn2)nn1)N1CCc2ccccc21	2	98	-3	-2.0	12	0.3	12	-2	0	-1
CCN(CC(=O)NNC(=O)c1ccccc1)Cc1ccc(OC)c(F)c1	-2	96	-9	-0.3	-10	-0.3	8	-5	29	-5
Cc1ccccc1C(=O)N/N=C/c1ccccn1	-7	99	-9	-2.0	-13	-0.5	-2	6	1	2
Cc1ccc(S(=O)(=O)Nc2ccc(S(=O)(=O)Nc3ncccn3)cc2)cc1	1	113	-25	2.2	-1	0.1	0	4	-4	0
O=C(NCc1ccco1)C(c1ccco1)N(C(=O)Cn1nnc2ccccc21)c1ccc2c(c1)CCC2 (configuration not stated)	-1	97	2	-1.9	9	-0.2	3	-3	2	0
O=C(Nc1ccc(Cn2cccn2)cc1)c1ccc(COc2cccc(Br)c2)cc1	-1	91	1	0.1	0	2.3	4	-1	-8	-1
Next part.
SMILES	Glyco luc inh	ABCB6 inh 2	NOD2 RIPK2 PPI	MC4R ag barr	TLR9-MyD88 block	aDG glyco act	MC4R antag cAMP	ABHD5 PLIN5 PPI	Vif imaging	Granule exo inh
CC1CN(C(=O)CCC(=O)NCCCN2CCN(Cc3ccccc3)CC2)c2cc(Cl)ccc2O1 (configuration not stated)	1	99	12	-0.4	4	0.4	1	0	-2	8
O=C(Nc1ccc(N2CCOCC2)c(Cl)c1)c1cccc(-n2cnnc2)c1	1	99	2	-4.3	3	0.0	2	-3	-2	2
Cc1ccc(OCCn2c(CCNC(=O)C(C)C)nc3ccccc32)cc1	2	107	2	-0.5	-15	-0.1	-4	-2	-10	-3
O=C(CN1CCCCC1)N1N=C(c2cccs2)CC1c1cccs1 (configuration not stated)	-1	97	-8	1.3	-3	0.0	4	0	-8	-7
Nc1ccc(Oc2cc(N)cc(Oc3ccccc3)c2)cc1	-3	90	-1	-1.9	2	-0.2	3	6	170	-2

Copied from above (four entries):
SMILES	Glyco luc inh	ABCB6 inh 2	NOD2 RIPK2 PPI	MC4R ag barr	TLR9-MyD88 block	aDG glyco act	MC4R antag cAMP	ABHD5 PLIN5 PPI	Vif imaging	Granule exo inh
O=C(Nc1ccc(N2CCOCC2)c(Cl)c1)c1cccc(-n2cnnc2)c1	1	99	2	-4.3	3	0.0	2	-3	-2	2
Cc1ccc(OCCn2c(CCNC(=O)C(C)C)nc3ccccc32)cc1	2	107	2	-0.5	-15	-0.1	-4	-2	-10	-3
O=C(CN1CCCCC1)N1N=C(c2cccs2)CC1c1cccs1 (configuration not stated)	-1	97	-8	1.3	-3	0.0	4	0	-8	-7
Nc1ccc(Oc2cc(N)cc(Oc3ccccc3)c2)cc1	-3	90	-1	-1.9	2	-0.2	3	6	170	-2
